Kir21 block – inhibitors of mouse Kir2.1 inward-rectifier potassium channel | hit rate 0.85% among 310,000 | HEK293-Kir2.1, FluxOR thallium flux fluorescence; stronger effect = lower value | B-score at 10 µM | Inward rectifier potassium channel 2 (Mus musculus), P35561;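 active = fluorescence ratio B-score at or below minus 3 SD of library scores, with starting-brightness B-score within 2 SD, cut at about -4.2 in these data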;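 note: channel flux triggered by added potassium and thallium sulfate stimulus; B-score of peak minus minimum fluorescence over baseline after thallium stimulus; more negative B-score means stronger Kir2.1 block with less thallium influx; some compounds called inactive have numbers as strong as hits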
Target sequence (P35561 whole entry, looked up): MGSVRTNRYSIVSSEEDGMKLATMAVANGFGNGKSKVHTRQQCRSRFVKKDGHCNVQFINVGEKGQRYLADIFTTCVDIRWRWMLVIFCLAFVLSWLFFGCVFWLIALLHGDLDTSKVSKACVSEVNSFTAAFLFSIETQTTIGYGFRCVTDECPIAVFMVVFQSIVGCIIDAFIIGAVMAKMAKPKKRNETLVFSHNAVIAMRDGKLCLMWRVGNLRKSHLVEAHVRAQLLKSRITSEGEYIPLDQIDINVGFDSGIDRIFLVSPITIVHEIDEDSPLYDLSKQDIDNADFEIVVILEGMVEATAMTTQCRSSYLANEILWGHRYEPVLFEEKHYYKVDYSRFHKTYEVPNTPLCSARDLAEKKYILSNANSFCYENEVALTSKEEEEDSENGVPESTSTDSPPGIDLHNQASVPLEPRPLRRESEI
STK33 kinase inh – inhibitors of purified STK33 kinase, primary screen, biochemical, ADP-Glo luminescence, homogeneous, cell-free; hit rate 0.073% among 320,000; Serine/threonine-protein kinase 33 (Homo sapiens), Q9BYT3; inhibition, % at 10 µM; AID 2661, 2010; MBP phosphorylation;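 active = inhibition at or above 25%, using the most active replicate where run in duplicate; inactive = inhibition below 25%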
Target sequence (Q9BYT3 whole entry, looked up): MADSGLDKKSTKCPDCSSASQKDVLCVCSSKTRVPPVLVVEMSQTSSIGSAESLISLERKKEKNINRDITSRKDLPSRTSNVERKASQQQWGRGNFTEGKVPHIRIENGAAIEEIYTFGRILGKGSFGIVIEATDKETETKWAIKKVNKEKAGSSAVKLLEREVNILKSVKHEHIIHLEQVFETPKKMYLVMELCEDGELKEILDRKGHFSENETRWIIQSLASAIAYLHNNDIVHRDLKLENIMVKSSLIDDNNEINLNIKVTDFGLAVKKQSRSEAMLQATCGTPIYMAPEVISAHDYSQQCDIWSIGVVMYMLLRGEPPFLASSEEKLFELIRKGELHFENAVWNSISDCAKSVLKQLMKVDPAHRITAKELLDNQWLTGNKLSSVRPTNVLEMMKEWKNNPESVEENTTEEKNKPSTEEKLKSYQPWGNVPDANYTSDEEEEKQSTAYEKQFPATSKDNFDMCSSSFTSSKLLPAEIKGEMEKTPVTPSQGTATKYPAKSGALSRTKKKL
The depositor's hits bear a star.

Screening Cc1cc(S(=O)(=O)Nc2ccc(C(=O)NCC(c3ccccc3)N(C)C)cc2)ccc1F (stereo not given) returned Kir21 block 0.69 and STK33 kinase inh -2.3.
`Cc1ccc([N+](=O)[O-])cc1NC(=S)NC(=O)C(C)(C)C` gave Kir21 block 0.69 and STK33 kinase inh -1.7.
`CC(Sc1n[nH]c(N)n1)C(=O)Nc1ccc(Cl)cn1` (stereo not given) gave Kir21 block 0.75 and STK33 kinase inh -0.5.
`CC(C(=O)Nc1c2c(cc3c1CCC3)CCC2)N1CCCC1` (stereo not given) gave Kir21 block 0 and STK33 kinase inh 0.0.
Cc1noc(NS(=O)(=O)c2ccc(NC(=O)CC34CC5CC(CC(Br)(C5)C3)C4)cc2)c1C was read as Kir21 block 0.07 and STK33 kinase inh -2.8.
Cc1ccc(-c2nn3cnnc3c3ccccc23)cc1 was read as Kir21 block -1.9 and STK33 kinase inh 0.2.
`Cc1ccc(-c2nc3sc4c(N)ncnc4c3c3c2CCCC3)cc1` gave Kir21 block -0.82 and STK33 kinase inh -0.5.
Screening Cc1ccc(-c2nc(CN(C)Cc3ccc4nccnc4c3)c(C)o2)s1 returned Kir21 block 0.21 and STK33 kinase inh -0.8.
`Cc1ccc(S(=O)(=O)Nc2ccc(C(=O)NCc3cccnc3)cc2)cc1` gave Kir21 block 0.83 and STK33 kinase inh -0.6.
`CCOC(=O)CNC(=S)N(CCCN1CCN(C)CC1)Cc1cccs1` gave Kir21 block -6.4 and STK33 kinase inh -0.8.
Screening Cc1cc(C)cc(OCC(=O)Nc2ccc(N3CCN(C(=O)c4ccco4)CC3)cc2)c1 returned Kir21 block 0.42 and STK33 kinase inh -1.0.
COc1ccc(CN(C(=O)c2oc3cc(C)c(C)cc3c2C)C2CCS(=O)(=O)C2)cc1OC (stereo not given) was read as Kir21 block -0.06 and STK33 kinase inh -1.1.
For N#Cc1cccc(N=c2ssnc2Cl)c1 the results were Kir21 block -2.
CCCn1c(Nc2nc3ccccc3n2C)nc2ccccc21 was read as Kir21 block -2.1 and STK33 kinase inh 0.0.
N#Cc1cc2c(=O)n3ccccc3nc2n(-c2ccccc2Cl)c1=O was read as Kir21 block 0.01 and STK33 kinase inh -0.4.

An excerpt from above in order of length of the SMILES, smallest number first.
CCCn1c(Nc2nc3ccccc3n2C)nc2ccccc21 was read as Kir21 block -2.1 and STK33 kinase inh 0.0.
`CC(Sc1n[nH]c(N)n1)C(=O)Nc1ccc(Cl)cn1` (stereo not given) gave Kir21 block 0.75 and STK33 kinase inh -0.5.
`CC(C(=O)Nc1c2c(cc3c1CCC3)CCC2)N1CCCC1` (stereo not given) gave Kir21 block 0 and STK33 kinase inh 0.0.
`Cc1ccc(-c2nc3sc4c(N)ncnc4c3c3c2CCCC3)cc1` gave Kir21 block -0.82 and STK33 kinase inh -0.5.
N#Cc1cc2c(=O)n3ccccc3nc2n(-c2ccccc2Cl)c1=O was read as Kir21 block 0.01 and STK33 kinase inh -0.4.
Screening Cc1ccc(-c2nc(CN(C)Cc3ccc4nccnc4c3)c(C)o2)s1 returned Kir21 block 0.21 and STK33 kinase inh -0.8.
`Cc1ccc(S(=O)(=O)Nc2ccc(C(=O)NCc3cccnc3)cc2)cc1` gave Kir21 block 0.83 and STK33 kinase inh -0.6.
Screening Cc1cc(C)cc(OCC(=O)Nc2ccc(N3CCN(C(=O)c4ccco4)CC3)cc2)c1 returned Kir21 block 0.42 and STK33 kinase inh -1.0.
Screening Cc1cc(S(=O)(=O)Nc2ccc(C(=O)NCC(c3ccccc3)N(C)C)cc2)ccc1F (stereo not given) returned Kir21 block 0.69 and STK33 kinase inh -2.3.
COc1ccc(CN(C(=O)c2oc3cc(C)c(C)cc3c2C)C2CCS(=O)(=O)C2)cc1OC (stereo not given) was read as Kir21 block -0.06 and STK33 kinase inh -1.1.
Cc1noc(NS(=O)(=O)c2ccc(NC(=O)CC34CC5CC(CC(Br)(C5)C3)C4)cc2)c1C was read as Kir21 block 0.07 and STK33 kinase inh -2.8.

Next structures.
For CC1=C(C(=O)Nc2cccnc2)C(c2cccnc2)n2ncnc2N1 (stereo not given) the results were Kir21 block 0.59 and STK33 kinase inh -0.8.
`O=C(Cn1cc(/C=N/NC(=O)c2cccc3ccccc23)c2ccccc21)Nc1ccc(F)cc1` gave Kir21 block 1.9 and STK33 kinase inh -0.3.
Screening COC(=O)C1=C(N)N(c2ccccc2F)C2=C(C(=O)CC(C)(C)C2)C1c1ccc(OC)c(OC)c1 (stereo not given) returned Kir21 block 0.54 and STK33 kinase inh -0.2.
For Cc1ccc(NC(=O)CCc2ccc(S(=O)(=O)N3CCOCC3)cc2)c(Cl)c1 the results were STK33 kinase inh -0.6.
CC(=O)Nc1ccc(Nc2cc(C)nc3c(-c4ccc(Cl)cc4)cnn23)cc1 was read as Kir21 block 0.22 and STK33 kinase inh -1.0.
For COc1cc(C=O)ccc1Oc1nnnn1-c1ccccc1 the results were Kir21 block 0.15 and STK33 kinase inh -1.1.
Cc1cc[n+](-c2nc3ccccc3nc2[N-]S(=O)(=O)c2ccccc2)cc1 was read as Kir21 block 0.54 and STK33 kinase inh -0.3.
CC(=O)c1ccc(-c2nnc(CCC(=O)N3CCCC(C(=O)CC(C)C)C3)o2)s1 (stereo not given) was read as Kir21 block 0.06 and STK33 kinase inh 1.6.
CN(C(=O)CN1C(=O)S/C(=C\c2ccccc2)C1=O)C1CCS(=O)(=O)C1 (stereo not given) was read as Kir21 block -0.01 and STK33 kinase inh 0.7.
`Cc1ccc2c(c1)N(CC(=O)N1CCOCC1)C(=O)C(C)O2` (stereo not given) gave Kir21 block 1.2 and STK33 kinase inh -1.4.
COc1cc(NC(=O)CN2C(=O)NC(CC(C)C)C2=O)cc(OC)c1OC (stereo not given) was read as STK33 kinase inh 1.4.
For COc1cc(/C=N/N=C(N)N)ccc1OCc1ccccc1Cl the results were Kir21 block -16* and STK33 kinase inh 1.2.
`CCOC(=O)CNC(=O)c1ccccc1` gave Kir21 block 2.3 and STK33 kinase inh -0.9.
`COc1ccc(NC(=O)C(Cc2ccccc2)n2cccc2)cc1` (stereo not given) gave Kir21 block 0.43 and STK33 kinase inh -0.4.
CCOc1ccccc1NC(=O)C1CCN(S(=O)(=O)c2c(C)noc2C)CC1 was read as Kir21 block -1.2 and STK33 kinase inh -1.2.
For COc1ccc(CN2C(=O)CC(Cc3ccc(C)cc3)C2=O)cc1OC (stereo not given) the results were Kir21 block -2.9 and STK33 kinase inh -0.8.
For OCC1(CCc2ccccc2)CCN(Cc2ccccc2Cl)CC1 the results were Kir21 block -1.8 and STK33 kinase inh -4.4.
`O=C(CNC(=O)c1ccccc1)N/N=C/C=C/c1ccccc1` gave Kir21 block -0.7 and STK33 kinase inh -1.7.
Screening CN1CCSc2ccc(C(=O)NCc3cccc(Br)c3)cc21 returned Kir21 block 0.24 and STK33 kinase inh -0.8.
`O=C(/C=C/c1ccco1)NC(=S)Nc1cccc([N+](=O)[O-])c1` gave Kir21 block 1 and STK33 kinase inh -0.1.
Screening CCCN1CCC(=O)N([C@H](CSc2ccc(C)cc2)c2ccccc2)CC1 returned Kir21 block -1.6 and STK33 kinase inh -0.6.
For CCOc1ccc2nc(NC(=O)c3cccnc3)sc2c1 the results were Kir21 block 1.1 and STK33 kinase inh -1.1.
Screening COc1ccc(S(=O)(=O)N(C)CC(=O)NC2CC2)cc1 returned Kir21 block -0.97 and STK33 kinase inh -1.3.
CCc1ccc(NC(=O)CSc2nc3ccsc3c(=O)n2CCCCCC(=O)O)cc1 was read as Kir21 block -0.69 and STK33 kinase inh -0.9.
COc1ccc(CC(=O)Nc2cccc(Cl)c2C)cc1S(=O)(=O)N1CCOCC1 was read as STK33 kinase inh -0.8.
`CCOc1ccc(N=C2SCC(=O)N2CC)cc1` gave Kir21 block 1.5 and STK33 kinase inh -1.6.
`Cc1cccc(C(=O)NCC2CCCO2)c1` (stereo not given) gave Kir21 block -1.8 and STK33 kinase inh -0.9.
Screening CC(=O)c1c(OC(=O)c2ccccc2Br)ccc2c(C)cc(=O)oc12 returned Kir21 block -0.02 and STK33 kinase inh 0.9.
`COc1ccc2cc(C(=O)NCC3CCCO3)[nH]c2c1` (stereo not given) gave Kir21 block 0.01 and STK33 kinase inh -1.3.
`Cc1ccc(OCCC(=O)OCC(=O)N2c3ccccc3CC2C)cc1` (stereo not given) gave Kir21 block -0.58 and STK33 kinase inh -0.8.
`Cc1ccnc(NC(=O)c2ccc(S(=O)(=O)N3CCCCCC3)cc2)c1` gave Kir21 block 0.8 and STK33 kinase inh 3.0.
For Cc1csc(NC(=O)CSc2nc3ccccc3s2)n1 the results were Kir21 block -0.42 and STK33 kinase inh -1.1.
`O=C(NCc1nnc(SCC(=O)N2CCCc3ccccc32)o1)c1ccco1` gave Kir21 block -1.1 and STK33 kinase inh -1.3.
`O=C(CN(C(=O)CCC(=O)Nc1nccs1)c1ccc2c(c1)OCCO2)NCc1ccco1` gave Kir21 block -0.65 and STK33 kinase inh -2.7.
`Cc1cc(C)c(S(=O)(=O)NCCCn2ccnc2)cc1C` gave Kir21 block -0.1 and STK33 kinase inh -3.7.
Screening O=C(CSc1nccc(=O)[nH]1)N1CCOCC1 returned Kir21 block 1.1 and STK33 kinase inh -2.2.
`COCCNC(=S)Nc1ccc2nc(N3CCCC3)cc(C)c2c1` gave Kir21 block -0.03 and STK33 kinase inh -1.0.
`CSc1ccccc1C(=O)NC(C)c1ccc(-n2ccnc2)cc1` (stereo not given) gave Kir21 block 0.39 and STK33 kinase inh 12.
For O=C(O)c1ccc(-c2noc(-c3cccc(C(F)(F)F)c3)n2)cc1 the results were Kir21 block 3 and STK33 kinase inh -0.2.
Cc1cccc(NC(=O)CCS(=O)(=O)c2ccccc2)n1 was read as Kir21 block 0.14 and STK33 kinase inh -3.7.
COc1ccc(OC)c(C(=O)Cn2cnc3ccccc3c2=O)c1 was read as Kir21 block -0.14 and STK33 kinase inh 0.5.
CCN=C1S/C(=C\c2cc(Br)c(O)c(OC)c2)C(=O)N1CC was read as Kir21 block 1.4 and STK33 kinase inh 6.2.
CC(Oc1ccc(Br)cc1)C(=O)Nc1nnc(C2CC2)s1 (stereo not given) was read as Kir21 block 0.09 and STK33 kinase inh -0.5.
`Cc1nnc(SCCC#N)n(CCC#N)c1=O` gave Kir21 block 0.7 and STK33 kinase inh 0.8.
c1csc(-c2csc3ncnc(NCCCN4CCOCC4)c23)c1 was read as Kir21 block -1.4 and STK33 kinase inh -0.2.
CCOC(=O)Cn1nc(-c2ccccc2)c2ccccc2c1=O was read as Kir21 block 0.05 and STK33 kinase inh 0.1.
Screening CCNC(=O)c1ccc(=O)n(Cc2ccc(Cl)cc2Cl)c1 returned Kir21 block 0.93 and STK33 kinase inh -1.6.
`C=CCOc1ccc(/C=N/NC(=O)C(C)Sc2ccccn2)cc1OCC` (stereo not given) gave Kir21 block 0.03 and STK33 kinase inh -0.3.
For CC(C)CCOP(=O)(c1ccc(N(C)C)cc1)C(Nc1ccccc1)c1ccc(N(C)C)cc1 (stereo not given) the results were Kir21 block 0.21 and STK33 kinase inh -0.2.
COC(=O)C(C)NC(=O)C1CCCN1S(=O)(=O)c1cc(C)c(Cl)cc1C (stereo not given) was read as Kir21 block 0.75 and STK33 kinase inh -0.6.
For COCCCNC(=S)NNC(=O)c1ccccc1Br the results were Kir21 block -0.01 and STK33 kinase inh 0.0.
For CCCN(CCC)CCCNC(=S)Nc1ccc2nc(N3CCN(CC)CC3)cc(C)c2c1 the results were Kir21 block 0.67 and STK33 kinase inh 1.4.
Screening C=CCn1c(CNC(=O)c2ccccc2F)nnc1SCC(=O)NC(C)c1ccccc1 (stereo not given) returned Kir21 block -0.33 and STK33 kinase inh -1.8.
For COc1cc(C(=O)Sc2ccc(Cl)cc2)cc(OC)c1OC the results were Kir21 block -1.3 and STK33 kinase inh 0.0.
Screening COc1cc(/C=C2/OC(=O)c3cc([N+](=O)[O-])ccc32)cc(OC)c1OC returned Kir21 block 2.2 and STK33 kinase inh 0.5.
Screening CSc1nnc(-c2ccc(Br)s2)n1C returned Kir21 block 0.2 and STK33 kinase inh 0.5.
Screening CCC1(C(=O)OC)NC(c2ccccc2OC)C2C(=O)N(C)C(=O)C21 (stereo not given) returned Kir21 block 0.01 and STK33 kinase inh 2.7.
Screening O=C(CCN1CCOCC1)NCC1COc2ccccc2O1 (stereo not given) returned Kir21 block -0.6 and STK33 kinase inh -1.1.
`O=C(NCCCN1CCOCC1)c1ccco1` gave Kir21 block 0.11 and STK33 kinase inh -0.3.
`CCCCCNc1nc(N2CCCC2)c2c(c1C#N)CCN(C)C2` gave Kir21 block -3.5 and STK33 kinase inh -2.0.
For Cc1cccc2nc(CNc3ccc(F)cc3)cn12 the results were Kir21 block -0.74 and STK33 kinase inh 0.4.
`CC(C)CC(C(=O)NC1CCCCC1)N(Cc1cccs1)C(=O)c1snc(C(N)=O)c1N` (stereo not given) gave Kir21 block 0.55 and STK33 kinase inh -0.5.
`Cc1ccc(-c2cc(C(=O)N3CCN(c4ccc(O)cc4)CC3)c3ccccc3n2)cc1` gave STK33 kinase inh -2.9.
Screening Nc1nc(-c2ccc3ccccc3c2)c(C2(O)C(=O)Nc3c(Br)cc(F)cc32)s1 (stereo not given) returned Kir21 block -0.83 and STK33 kinase inh 0.0.
`CCc1cc(=O)oc2c(C)c(OS(C)(=O)=O)ccc12` gave Kir21 block 0.18 and STK33 kinase inh -0.8.
Screening O=C(NCCc1ccccc1)c1coc(=O)c(Br)c1 returned Kir21 block -1.2 and STK33 kinase inh -1.4.
For COc1ccc2c(c1)SC1=NCCS(=O)(=O)N12 the results were Kir21 block -0.02 and STK33 kinase inh -0.1.
For CC1(C)CC(=O)c2sc(NC(=O)C(C)(C)C)nc2C1 the results were Kir21 block -0.04 and STK33 kinase inh -4.9.
For CCCN1CCC(=O)N([C@H](CN=[N+]=[N-])Cc2ccccc2)CC1 the results were Kir21 block 0.59 and STK33 kinase inh -1.2.
CC(NC(=O)CSc1nc2sc3c(c2c(=O)n1-c1ccccc1)CCCC3)c1ccccc1 (stereo not given) was read as Kir21 block 0.01.

Compound activity as filed in PubChem.
